# S100A4 inh HTS = inhibitors of human S100A4 binding to myosin IIA peptide. P26447. S100A4/TAMRA-MyoIIA peptide fluorescence polarization. inhibition, % at 10.7 µM. 0.14% of 360,000 active. AID 652163;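 active = mean inhibition of at least 70% across replicates, with every replicate also reaching that level; inconclusive = mean inhibition reaches 70% but some replicates fall short; inactive = mean inhibition below 70%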
# Target sequence (P26447 whole entry, looked up): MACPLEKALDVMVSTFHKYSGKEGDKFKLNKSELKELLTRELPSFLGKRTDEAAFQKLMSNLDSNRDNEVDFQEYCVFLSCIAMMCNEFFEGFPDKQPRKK
#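 Material: S100A4 monomer protein | Medium: HEPES pH 7.2 with CaCl2, KCl, NaCl, DTT, Triton | Reagent: Labelled myosin peptide probe, 5 nM | Doses: One dose per compound | Times: 5 min incubation before reading | Benchmarks: Neutral control DMSO, positive control TFP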
# EWS-Fli block = inhibitors of EWS/Fli oncoprotein transcriptional activity; 0.67% of 350,000 active; AID 651661; inhibition, % at 12.6 µM; A673 NR0B1-luciferase reporter, viability-normalised;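 active = mean inhibition of at least 50% after viability correction, with every replicate also passing that limit; inconclusive = mean reaches 50% but only one of two replicates passes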;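 note: firefly luciferase signal divided by Alamar Blue viability fluorescence both relative to DMSO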
# XiGFP reactiv = activators of X-chromosome reactivation in mouse fibroblasts. XiGFP mouse fibroblasts, % GFP-positive cells imaging, 3 d; cells co-treated with 5-aza-dC sensitizer; scaled so ellipticine positive control = 100%. AID 743238. activation, % at 7.58 µM. 0.055% of 360,000 active;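 active = mean normalized replicate activation at least 10% and every replicate at or above 10%; inconclusive = only one of the two criteria met; inactive = mean below 10% and not all replicates reach 10%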;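 note: 0% = median of on-plate neutral control wells and 100% = ellipticine 6 µM median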
#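 Material: XiGFP fibroblasts, SV40-immortalized. Buffer or medium: DMEM plus 5-aza-dC sensitizer. Compound: single concentration per compound, delivered by pin transfer. Times: 3 days compound exposure. Controls: ellipticine 6 µM.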
# esBAF inh = inhibitors of esBAF chromatin remodeling in mouse ES cells. reporter increase, % at 12.5 µM. Bmi1-luciferase knock-in reporter, 24 h; 100% = twice the neutral-well signal. 2% of 350,000 active. AID 602393; in the data active = activation above about 40%; inconclusive = no clear call, values can overlap the other calls;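 note: 0% = median of the plate's neutral control wells and 100% = double that signal; a rise in the Bmi1 reporter signal indicates esBAF inhibition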
# FN deposition inh = fibronectin deposition inhibition | AH1F fibroblasts, Alexa488-fibronectin deposition fluorescence, overnight | inhibition, % at 12.6 µM | 0.086% of 350,000 active | AID 743247;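 active = mean inhibition across replicates of 30% or more, regardless of how many single replicates reach that level; inconclusive = mean under 30% yet at least half of replicates reach 30%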;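 note: positive control wells lacked labelled fibronectin entirely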
#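 Material: AH1F fibroblast monolayer depositing Alexa488-labelled fibronectin into matrix / Amount: 10000 AH1F cells per well / Signal: fluorescence 485/525 nm / Medium: DMEM, 2% serum / Compound: single dose, pinned / Incubation: 1 h cell adhesion before compound, then overnight fibronectin incubation / Reagent: Alexa488-FN, 24 nM final / Read-out: inhibition of fibronectin deposition signal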
# RAD54 branch = blocks human RAD54 Holliday junction branch migration. Q92698. FAM/BHQ fluorescence. inhibition, % at 10.4 µM. 0.14% of 360,000 active. AID 602329;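 active = mean normalized replicate activity at least 40 and at least half of replicates scoring 40 or more; inconclusive = only one of the two criteria met; inactive = mean below 40 and under half of replicates reaching 40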;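 note: 0% = median of neutral control wells and 100% = median of positive control wells; inhibitors cause a drop in the FAM fluorescence signal; in these data hits start at about 50%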
# E-selectin induc = E-selectin induction on HUVECs | P16581 | 0.37% of 260,000 active | activation, % at 7.58 µM | HUVEC E-selectin immunofluorescence imaging; normalized: neutral wells 0, TNF-alpha wells 100 | AID 686992;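 active = mean E-selectin-positive cell signal at least 10% of the positive control, reached in at least 60% of replicates, without over 20% cell loss; inconclusive = no rule given, readout overlaps actives, possibly toxicity-flagged; inactive = the rest, including those meeting only one limit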;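 note: in these data hits start at about 27%; measured in HUVEC primary endothelial cells; signal is the percent of cells scored E-selectin positive by PE staining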
#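 Test system: HUVEC; input: 3,000 HUVEC/well; measured by: immunofluorescence imaging; read-out: % PE-positive cells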
# RAD52 inh = inhibitors of human RAD52 DNA annealing. P43351. inhibition, % at 18.7 µM. recombinant RAD52 DNA annealing, FRET fluorescence. 0.46% of 360,000 active;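 active = every replicate showing at least 50% inhibition; inconclusive = mean inhibition at least 50% but not in every replicate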
# Target sequence (P43351 whole entry, looked up): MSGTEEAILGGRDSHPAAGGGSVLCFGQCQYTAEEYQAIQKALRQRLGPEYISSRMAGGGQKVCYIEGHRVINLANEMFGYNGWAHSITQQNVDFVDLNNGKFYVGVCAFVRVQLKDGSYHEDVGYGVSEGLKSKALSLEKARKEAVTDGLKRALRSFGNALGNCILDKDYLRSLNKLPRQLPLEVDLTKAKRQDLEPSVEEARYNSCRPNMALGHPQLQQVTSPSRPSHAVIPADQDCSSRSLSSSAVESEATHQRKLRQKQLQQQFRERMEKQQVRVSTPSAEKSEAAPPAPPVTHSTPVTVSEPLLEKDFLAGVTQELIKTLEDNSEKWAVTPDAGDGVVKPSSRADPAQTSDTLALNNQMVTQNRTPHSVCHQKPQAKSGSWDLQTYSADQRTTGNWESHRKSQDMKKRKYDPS
# The depositor's hits bear a star; ? = inconclusive; . = not tested or not shown; & = joins results of further samples.
SMILES,S100A4 inh HTS,EWS-Fli block,XiGFP reactiv,esBAF inh,FN deposition inh,RAD54 branch,E-selectin induc,RAD52 inh
CC(C)C(=O)Nc1ccc2c(c1)C(=O)N(C)[C@@H]1CC[C@@H](CC(=O)N[C@H](C)c3ccccc3)O[C@@H]1CO2,.,-13,0.1,-2,-4,-6,0.0,.
COc1ccc(NC(=O)N(C)C[C@H]2OCCCC[C@@H](C)Oc3ccc(NS(=O)(=O)c4ccccc4)cc3C(=O)N([C@@H](C)CO)C[C@@H]2C)cc1,-3,-3,0.3,-1,-1,-2,-0.1,-34
Cc1ccc(S(=O)(=O)N2CCN(C(=O)COC(=O)c3ccccc3Cl)CC2)c(C)c1,-5,2,-0.7,6,0,-3,-1.5,-9
CCCNC(=O)Nc1ccc2c(c1)C(=O)N(C)C[C@H](OC)[C@H](C)CN(Cc1ccncc1)[C@@H](C)CO2,.,-5,0.4,-7,-4,-5,-0.2,.
COc1cc(C(=O)N2c3ccccc3CCC2C)cc(OC)c1OC (stereo unspecified),-2,7,0.0,-4,-3,-9,.,-3
CC(=O)OCC(=O)C1(O)CCC2C3CC(C)C4=CC(=O)C=CC4(C)C3=CCC21C (stereo unspecified),1,1,0.0,2,.,-2,-0.7,-2
Cc1ccc(CNC(=O)C2=CCN(S(=O)(=O)c3ccc(C)cc3)CC2)cc1,4,4,-0.1,0,-7,-2,.,-40
Nc1ccc(-c2nnnn2-c2ccc(N)cc2)cc1,0,10,0.0,-5,2,0,.,-33
COc1cc(/C=C/c2ccc3cccc([N+](=O)[O-])c3n2)ccc1OCC(=O)O,-1,3,-0.3,-7,8,-38,.,-6
O=C(CC1C(=O)NCCN1Cc1cccc(F)c1)NCCCN1CCCC1=O (stereo unspecified),3,-1,0.3,9,8,-8,-1.3,-20
Cc1ccc(NS(=O)(=O)c2ccc3c(c2)oc(=O)n3C)cc1F,2,7,-0.1,22,-1,4,0.0,-9
Cc1ccc(-c2ccc3c(c2)O[C@H](CN(C)Cc2ccc(C(=O)O)cc2)[C@H](C)CN([C@@H](C)CO)S3(=O)=O)cc1,-3,12,-0.1,1,.,0,0.0,13
CCC(C)N(C(=O)CSc1nc(C)c(C)c(C)c1C#N)C1CCS(=O)(=O)C1 (stereo unspecified),-1,2,0.3,-2,0,-5,.,-9
C/C=C/C=C/C(=O)OC(C)C(=O)Nc1cc([N+](=O)[O-])ccc1OC (stereo unspecified),4,5,0.3,.,10,.,-2.3,-22
O=c1ccn([C@@H]2O[C@H](CNCc3ccccc3OCc3ccc(Cl)cc3Cl)[C@@H](O)[C@H]2O)c(=O)[nH]1,-3,-6,-0.2,-6,-4,-6,1.1,-33
CS(=O)(=O)N(CC(=O)N1CCCCCC1)c1ccc2c(c1)OCCO2,-5,5,.,1,.,7,.,-2
COc1cc(/C=N/NC(=O)c2ccccc2O)ccc1OCC(=O)Nc1ccccc1,9,-38,0.1,19,1,3,.,-2
CC1(C)CC(=O)C(C=NCCc2ccccn2)=C(O)C1,1,18,.,3,.,.,.,-1
CCCC1CC(C#N)N(N(C)C)C1=C(C#N)C#N (stereo unspecified),1,9,0.4,9,-2,0,.,-1
CC1=C(C(=O)Nc2ccccn2)C(c2cn(C)nc2C)C2=C(CCCC2=O)N1 (stereo unspecified),-2,-4,0.4,.,-8,.,?,-11
COc1cccc(-c2cnc3c(c2)C(=O)N([C@H](C)CO)C[C@H](C)[C@H](CN(C)Cc2ccncc2)O3)c1,2&0,-2&3,1.0,-3&-1,-12,-7&-8,-4.0,4&5
C[C@H](CO)N1C[C@H](C)[C@@H](CN(C)C(=O)C2CCCCC2)Oc2ncc(-c3cccnc3)cc2C1=O,.,-9,0.4,-2,.,.,-0.3,.
CCCCc1cc(=O)oc2cc(OCC(=O)NC3CCN(Cc4ccccc4)CC3)ccc12,-1,11,0.1,-8,-1,9,.,-6
Cc1ccc(S(=O)(=O)N(C)C[C@@H]2Oc3c(NS(=O)(=O)c4ccc(Cl)cc4)cccc3C(=O)N([C@@H](C)CO)C[C@H]2C)cc1,-6,-9,0.0,-4,.,-6,49*,2
COc1cc(C(=O)NC2CCN(CC(=O)Nc3cccc(C)c3C)CC2)cc(OC)c1OC,-2,5,0.0,3,4,2,.,-4
Cc1noc(C)c1S(=O)(=O)Nc1ccc2c(c1)CC(=O)N([C@@H](C)CO)C[C@@H](C)[C@@H](CN(C)Cc1ccc(C(F)(F)F)cc1)O2,4,12,0.1,1,.,-1,-9.8,12
Cc1cccc(CN2CCN(C3CN(Cc4cn(Cc5ccccc5)nn4)S(=O)(=O)C3)CC2)c1 (stereo unspecified),-1,1,0.0,.,8,.,0.7,-6
Cc1c(NC(=O)C(C)Sc2nccn2C)c(=O)n(-c2ccccc2)n1C (stereo unspecified),11,6,-0.2,-2,-16,-5,.,-9
C[C@@H]1CCCCO[C@@H](CN(C)CC2CC2)[C@@H](C)CN([C@H](C)CO)C(=O)c2cc(NC(=O)CCCCCC(=O)Nc3ccccc3N)ccc2O1,1,.,0.2,.,.,.,-0.1,5
C[C@H](CO)N1C[C@H](C)[C@H](CN(C)Cc2ccc(C(=O)Nc3ccccc3N)cc2)Oc2c(NS(=O)(=O)c3ccccc3)cccc2C1=O,1,-5,0.1,.,.,.,0.3,17

# Reprinted at random: three records from the list.
SMILES,S100A4 inh HTS,EWS-Fli block,XiGFP reactiv,esBAF inh,FN deposition inh,RAD54 branch,E-selectin induc,RAD52 inh
C[C@H](CO)N1C[C@H](C)[C@H](CN(C)Cc2ccc(C(=O)Nc3ccccc3N)cc2)Oc2c(NS(=O)(=O)c3ccccc3)cccc2C1=O,1,-5,0.1,.,.,.,0.3,17
Cc1c(NC(=O)C(C)Sc2nccn2C)c(=O)n(-c2ccccc2)n1C (stereo unspecified),11,6,-0.2,-2,-16,-5,.,-9
CCCCc1cc(=O)oc2cc(OCC(=O)NC3CCN(Cc4ccccc4)CC3)ccc12,-1,11,0.1,-8,-1,9,.,-6

# Continuation:
SMILES,S100A4 inh HTS,EWS-Fli block,XiGFP reactiv,esBAF inh,FN deposition inh,RAD54 branch,E-selectin induc,RAD52 inh
C[C@H]1CCCCO[C@@H](CN(C)S(=O)(=O)c2ccccc2)[C@@H](C)CN([C@@H](C)CO)C(=O)c2cc(NC(=O)Nc3ccc(C(F)(F)F)cc3)ccc2O1,-4,1,0.6,0,4,3,1.8,-39
CC(C)N1CCN(CC2COc3ccccc3O2)CC1 (stereo unspecified),1,-2,0.1,2,1,3,0.6,-11
Cc1cc(C)cc(N(C(=O)c2snc(C(N)=O)c2N)C(C(=O)NCC2CCCO2)c2cccs2)c1 (stereo unspecified),0,12,0.0,.,-7,.,.,-17
COc1cccc(C#Cc2ccc([C@@H]3[C@@H](CO)N(C(=O)C4CCCCC4)[C@H]3C#N)cc2)c1,2,14,0.3,3,-10,-3,-0.6,-118
CCS(=O)(=O)c1ccc(O)c(NC(=O)/C=C/c2ccc(Cl)cc2)c1,1,-23,0.3,8,4,3,-0.1,-17
O=C(c1ccc(O)c(Cl)c1)N1CCN(S(=O)(=O)c2ccccc2)CC1,1,0,0.1,-9,.,1,-0.3,-14
COc1ccc(C2=CC(=O)CC(C)(C)C2=O)cc1,-3,-7,0.0,.,9,.,-1.5,-10
O=C(c1ccco1)N1CCC(c2nc3c(nnn3Cc3c(Cl)cccc3Cl)c(=O)[nH]2)CC1,0,2,0.2,-6,1,8,.,-4
CC1CCN(c2ccc([N+](=O)[O-])cc2C(=O)NCC2CCCO2)CC1 (stereo unspecified),0,.,0.0,5,.,-5,1.2,15
O=C(C[C@H]1C=C[C@H](NC(=O)C2CCOCC2)[C@H](CO)O1)Nc1ccc(-c2ccccc2)cc1,6,0,0.0,3,1,1,-0.4,3
COc1cccc(C2C(C(=O)OC(C)C)=C(C)N=c3s/c(=C\c4ccc(C(=O)O)cc4)c(=O)n32)c1 (stereo unspecified),-9,2,0.0,2,1,.,0.5,-33
COc1ccc(OC)c(CN2CCN(c3ccc(S(=O)(=O)N4CCCC4)cn3)CC2)c1,-3,1,-0.1,15,8,-3,.,-9
COCC(=O)N1[C@@H](CO)[C@H](c2ccccc2)[C@@H]1CNC(=O)c1ccccn1,5,-7,0.1,5,-8,0,0.2,-1
CCOC(=O)C(NC(=O)CC(C)C)(Nc1sc2c(c1C(N)=O)CCCC2)C(F)(F)F (stereo unspecified),-6,-6,0.6,.,-2,.,.,-8
N#Cc1c(C(F)(F)F)cc(-c2cccs2)nc1N1CCCCC1,-5,16,-0.1,-4,-8,.,3.8,-12
Cc1ccc(CNC(=O)CCCCn2c(=O)[nH]c3ccsc3c2=O)cc1,-3,1,.,-9,-1,-2,-0.1,-5
O=C(C(Cc1ccccc1)n1cccc1)N1CCCCC1 (stereo unspecified),0,-3,0.1,1,2,-16,0.4,-5
O=C(C[C@H]1C[C@@H]2c3cc(NC(=O)C4CCOCC4)ccc3O[C@@H]2[C@H](CO)O1)NC1CCCC1,-19,1,0.2,-1,-6,-12,0.1,-2
Nc1nc2ccc(S(=O)(=O)N3CCCCC3)cc2s1,-1,4,4.4,9,-4,-1,0.2,-10
COc1ccccc1C(=O)NNC(=O)C(=O)NC1CCCCC1,1,17,0.7,1,3,-3,.,-11
COCc1cc(C)nc(SCC(=O)Nc2cc(C(F)(F)F)ccc2N2CCOCC2)c1C#N,0,0,-0.1,1,2,3,0.2,-16
CO[C@@H]1CN(C)C(=O)c2cc(NC(=O)c3cccc(F)c3)ccc2OC[C@H](C)N(C)C[C@H]1C,4,-5,0.1,0,6,9,0.1,4
C[C@H]1CN([C@@H](C)CO)C(=O)CCCn2nncc2CO[C@H]1CN(C)C(=O)c1ccc(N2CCN(C)CC2)cc1,3&9&11,-2&12&-6,-0.1&0.3,-10&0&-5,4&0,0&0&8,0.0&0.4,5&0&-8
Fc1cccc(Cc2noc(CN3CCOCC3)n2)c1,-2,-13,0.0,0,0,.,5.1,-6
CSc1nc(C)cc(SCC(=O)N/N=C/c2ccccc2)n1,-6,8,-0.1,.,1,.,-0.2,-10
CC(C)C[C@@H]1COc2cc(N3CC[C@H](O)C3)ccc2S(=O)(=O)N1,-2,9,0.1,.,-1,.,0.3,-23
COC(=O)Cc1ccc(NC(=S)N2CCCC(CO)C2)cc1 (stereo unspecified),-3,-30,-0.1,.,0,0,1.8,-11
CCN1[C@@H]2c3ccc(-c4ccc(F)cc4)c(=O)n3C[C@@H]2[C@@H](CO)[C@@H]1C(=O)OC,2,1,0.0,17,.,-17,-0.1,-9
COc1ccc(C(=O)c2sc3nc(-c4ccc(OC)cc4)ccc3c2N)cc1,41,-24,4.3,.,.,.,.,-62
O=C(O)CSC(C(=O)Nc1ccc(Br)cc1)c1ccc(Cl)cc1 (stereo unspecified),9,-6,0.1,.,.,.,.,-10

# Source: PubChem BioAssay (Broad Institute)
